DRD3 agonist: qHTS of D3 Dopamine Receptor Agonist: qHTS; AID 652048, 2013; max activation, %; D3R DiscoveRx beta-arrestin cells, luminescence, 90 min; D(3) dopamine receptor (Homo sapiens), P35462; actives 0.58% (n = 410,000); in the data active = max activation above about 30%; also: 0% is about no effect; mostly tested at two doses, the higher about 12 µM
Target sequence (P35462 whole entry, looked up): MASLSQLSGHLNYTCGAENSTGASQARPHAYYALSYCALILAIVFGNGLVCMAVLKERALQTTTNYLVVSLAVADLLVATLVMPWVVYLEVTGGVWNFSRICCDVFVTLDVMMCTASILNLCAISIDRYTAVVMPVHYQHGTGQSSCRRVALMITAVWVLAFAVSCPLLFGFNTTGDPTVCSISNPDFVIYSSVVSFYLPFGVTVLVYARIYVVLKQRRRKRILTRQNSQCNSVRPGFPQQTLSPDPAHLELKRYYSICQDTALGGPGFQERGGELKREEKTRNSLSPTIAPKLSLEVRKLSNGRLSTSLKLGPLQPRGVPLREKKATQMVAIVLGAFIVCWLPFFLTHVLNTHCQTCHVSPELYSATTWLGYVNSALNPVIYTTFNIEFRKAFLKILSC
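Cells at 1500/well, incubated overnight, then treated with pinned compounds (dopamine as control) for 90 min at 37 degrees C. DiscoveRx reagent added for 30 - 60 minutes at room temperature; luminescence read.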
HT1080 IDH1KD tx: qHTS for induction of synthetic lethality in tumor cells producing 2HG: qHTS for the HT-1080-IDH1KD cell line | actives 2% (n = 360,000) | Potency, µM (highest dose often 46.1 µM), for the others: top-dose activity, negative = toxicity, usual class: cytotoxic | HT-1080 IDH1 knockdown viability, ATP luminescence, 48 h | AID 686971, 2013;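 also: potency is read from the fitted curve at half-maximal effect; 0% = DMSO wells and -100% = cell-free medium wells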
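% activity derives from luminescence (CellTiter-Glo), normalised to DMSO and no-cell wells. HT-1080-IDH1KD cells, 750/well, had 48 h compound exposure at 37 °C.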
HT1080NT lethal: qHTS for induction of synthetic lethality in tumor cells producing 2HG: qHTS for the HT-1080-NT fibrosarcoma cell line; Potency, µM (titrated, usually from 46.1 µM), for inactives: at the highest dose activity, negative = less viability, most hits filed as cytotoxic; actives 1.6% (n = 360,000); HT-1080-NT fibrosarcoma viability, CellTiter-Glo ATP luminescence, 48 h;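 also: NT is the 2HG producing partner of a matched IDH1 knockdown line; potency is read from the fitted curve at half-maximal effect; 0% = DMSO-treated cells and -100% = media-only wells without cells; nearly all actives have a fitted effect of over 55% in size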
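Viability by CellTiter-Glo luminescence after 48 h compound exposure at 37C of HT-1080-NT cells (750/well, RPMI, 5% FBS). % activity scaled between DMSO wells and medium-only wells, then curve-fitted and categorized by curve class.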
IL-1B inflam inh: qHTS for Inhibitors of Inflammasome Signaling: IL-1-beta AlphaLISA Primary Screen; THP-1 LPS/ATP IL-1B secretion, AlphaLISA, 16 h; active compounds read low; activity change, % at 57.5 µM; actives 4.7% (n = 360,000); AID 743279, 2014; in the data active = activity change below about -50%; inconclusive = mostly about -30% to -49%; also: % is scaled to controls: 0 for no effect and ±100 for the full control effect
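Secreted IL-1B measured by AlphaLISA bead assay after 16 h compound exposure of THP-1 cells; compounds (final up to 57.5 uM) added 1 h before LPS (250 ng/mL) and ATP (1.25 mM) stimulation; lower signal means less secretion.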
KB-3-1 tox: qHTS assay for MDR1-selective chemotherapeutics: Primary screen using the parental adenocarcinoma cell KB-3-1; actives 1.4% (n = 400,000); KB-3-1 viability, CellTiter-Glo ATP luminescence, 72 h; Potency, µM (highest dose often 46.1 µM), for the others: at the highest dose activity change, negative = cytotoxic, hits mostly cytotoxic; AID 1347075, 2019; also: potency is read from the fitted curve at half-maximal effect; % is scaled to controls: 0 for no effect and ±100 for the full control effect; nearly all actives have a fitted effect of over 60% in size
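Parental KB-3-1 viability, qHTS format: 72 h compound exposure, 37 °C; CellTiter-Glo; media-only wells and DMSO plates as controls; concentration-effect fits on corrected data.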
SW480 rereplic: A quantitative high throughput screen for small molecules that induce DNA re-replication in SW480 colon adenocarcinoma cells; SW480 DNA re-replication, Hoechst DNA content imaging, 48 h; AID 624297, 2012; Potency, µM (series often up to 46.1 µM), without a hit: at the top dose re-replication activation, most hits filed as activators; actives 1.8% (n = 340,000); also: potency is read from the fitted curve at half-maximal effect; % of control where 0% means no effect; nearly all actives have a fitted effect of over 55% in size
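Cells (250 per well) received 23 nL compound or DMSO by pin tool and were kept 48 hr at 37 C, 5% CO2. Nuclei were then stained with Hoechst for 40 min and scanned for DNA content.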
KB-V1 cytotox: qHTS assay for MDR1-selective chemotherapeutics: Primary screen using the drug-selected MDR subline cells KB-V1. KB-V1 MDR cells viability, CellTiter-Glo, 72 h. Potency, µM (doses to about 46.1 µM), for the others: top-dose activity change, negative = cytotoxicity, usual class: cytotoxic. actives 3.4% (n = 400,000). AID 1347076, 2019; also: potency is read from the fitted curve at half-maximal effect; % is scaled to controls: 0 for no effect and ±100 for the full control effect; nearly all actives have a fitted effect of over 60% in size
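KB-V1 MDR subline cells in DMEM (phenol-red free, 10% FBS) exposed to compounds in qHTS concentration series for 72 h at 37 degrees C. Viability read by CellTiter-Glo luminescence; concentration-effect curves fitted after normalization and correction.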
DRD3 antagonist: qHTS of D3 Dopamine Receptor Antagonist: qHTS; AID 652054, 2013; max response, negative = inhibition, %; actives 2.5% (n = 360,000); D3R cells, DiscoveRx beta-arrestin luminescence, antagonist mode; active compounds read low; in the data active = max response below about -50%; inconclusive = no clear call, values can overlap the other calls; also: % is scaled to controls: 0 for no effect and ±100 for the full control effect; mostly tested at two doses, the higher about 12 µM
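Cells expressing the human receptor were seeded at 1500 cells/well, incubated overnight at 37 degrees C in 5% CO2, then exposed to library compounds with dopamine controls for 90 minutes at 37 degrees C before luminescent detection.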
GLP1R ag: qHTS of GLP-1 Receptor Agonists. HEK293 GLP-1R CRE-luciferase, luminescence, 4-6 h; cells express a hypersensitive GLP-1R form. Potency, µM (top dose mostly 45.6 µM), for inactives: at the top dose activation, most hits filed as activators. actives 0.007% (n = 380,000). AID 624172, 2012; also: potency is read from the fitted curve at half-maximal effect; % of control where 0% means no effect
Target sequence (P43220 whole entry, looked up): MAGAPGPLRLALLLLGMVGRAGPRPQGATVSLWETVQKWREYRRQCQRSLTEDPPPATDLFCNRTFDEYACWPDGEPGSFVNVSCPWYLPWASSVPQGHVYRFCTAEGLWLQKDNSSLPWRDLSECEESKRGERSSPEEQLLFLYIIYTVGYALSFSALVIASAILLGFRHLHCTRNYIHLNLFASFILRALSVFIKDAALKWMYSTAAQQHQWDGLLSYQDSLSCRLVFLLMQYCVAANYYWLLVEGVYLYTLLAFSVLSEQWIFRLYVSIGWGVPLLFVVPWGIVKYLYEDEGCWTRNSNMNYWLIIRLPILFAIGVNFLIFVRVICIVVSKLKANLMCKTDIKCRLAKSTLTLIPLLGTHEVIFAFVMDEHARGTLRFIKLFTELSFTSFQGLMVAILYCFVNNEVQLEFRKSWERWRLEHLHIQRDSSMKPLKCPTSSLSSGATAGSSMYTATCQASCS
* = called active by the depositor; ? = inconclusive; . = not tested or not shown; & = joins results of further samples; [ ] = dose if it differs, or a comment. Unless noted, calls follow the shape of the dose curve; as a rule, active = well fitted curve in the direction sought with a large enough effect; inconclusive = small, poorly fitted or top-dose-only effect, or another doubt; inactive = no such curve, though single readings can be large; an effect the other way counts as inactive or inconclusive. The list is partial; rates above refer to the full screens.

SMILES | DRD3 agonist | HT1080 IDH1KD tx | HT1080NT lethal | IL-1B inflam inh | KB-3-1 tox | SW480 rereplic | KB-V1 cytotox | DRD3 antagonist | GLP1R ag
CCN1CCC2(CCNC2)C1 (centres undefined) | -5 | 6% | 17% | -29 | -1% | 7% | -2% | 17 | 11%
NS(=O)(=O)c1cccc(N2CCNCC2)c1 | 12 | 10% | 29% | -6 | 5% | -83%[inhibitor] | -2% | 0 | -3%
COc1ccc(/C=C2\C(=O)NC(=O)N(Cc3ccccc3)C2=O)c(OC)c1OC | 0 | 2% | 0% | -4 | -2% | 9% | 2% | 19 | 0%
Cn1c(O)c(C(=Nc2ccccc2)SCc2ccc(Cl)cc2)c(=O)n(C)c1=O | -7 | ? | ? | 15 | ? | 28% | 5.2µM* | 120 | 4%
CC(=O)N1CCCSC1=Nc1ccccc1 | 1 | 13% | 11% | 28 | 12% | -8% | 9% | 0 | 0%
Cc1ccc(NP(=O)(Oc2ccccc2)Oc2ccccc2)cc1 | 5 | -6% | -17% | -7 | -6% | 9%[1.84 µM] | 8% | 19 | -3%
O=P(O)(O)COc1ccccc1O | -12 | 2% | 2% | 7 | 5% | 4.6µM* | 11% | 9 | 6%
COc1cc(C(C#N)N2CCOCC2)ccc1O (centres undefined) | 1 | 3% | ? | -4 | -2% | -3% | 13% | 13 | 3%
COC(=O)C1=C(c2ccc(F)cc2OCc2ccccc2)C[C@@H]2CC[C@H]1N2C(=O)NCc1cccc(OC)c1 | -7 | -17% | -16% | ? | ? | 14% | -16% | 7 | 2%
CCCCn1c(N)c(N(CCOC)C(=O)CN2CC=C(c3ccccc3)CC2)c(=O)[nH]c1=O | -3 | 15% | 11% | 4 | 6% | 4% | -5% | -18 | 1%
Cc1cc(=O)oc2cc(OCC(=O)N3C[C@H]4C[C@@H](C3)c3cccc(=O)n3C4)ccc12 | 3 | 8% | 7% | 10 | 0% | -38% | 0% | 14 | -4%
CCNC(=O)[C@H]1O[C@@H](n2cnc3c(N)ncnc32)[C@H](O)[C@@H]1O | 14 | 6% | 7% | 19 | 0% | -34%[inhibitor] | 18% | 0 | -3%
CN(C)C(=O)Oc1ccc2c(=O)c(Oc3ccccc3Br)coc2c1 | 3 | 14% | 14% | ? | -10% | -5% | -22% | -21 | 6%
O=C(c1cc2c(s1)CCCC2)N1CCC2(CC1)OCCO2 | 12 | 3% | -1% | 30 | -1% | 2% | 3% | 21 | 6%
CC(C)Oc1ccc(C2(C#N)CC[N+](C)(C)CC2)cc1 | 5 | 17% | 14% | 0 | 4% | -5% | -9% | -23 | -1%
C[C@]12CCC(=O)C=C1C=CC1C2CC[C@@]2(C)C1CC[C@@H]2O (some centres undefined) | -5 | 0% | 0% | 14 | ? | -15% | 3.7µM* | 0 | 19%
Cc1cc(C)nc(N2Cc3ccccc3C2=N)n1 | 2 | -23% | -1% | -17 | ? | -12% | -29% | -9 | -4%
NS(=O)(=O)c1ccc(N2CCNCC2)cc1 | 3 | 0% | -1% | -6 | 2% | 1% | ? | -10 | 10%
COC(=O)N1Cc2ccccc2-n2nncc2C1 | -1 | 16% | 7% | 8 | 10% | . | -4% | -21 | -2%
O=C(c1cccc(Cl)c1)C1CCCN(Cc2cccc3cnccc23)C1 (centres undefined) | -7 | ? | 9.2µM* | -16 | ? | -99%[inhibitor] | -24% | -5 | 21%
C=COCCn1c(C)c(C(C)=O)c2cc(O)ccc21 | 4 | 4% | -15% | 26 | -11% | -10% | -15% | 6 | 1%
O=C(Nc1ccc(C(=O)O)cc1)Oc1ccc(N(CCCl)CCCl)cc1 | 6 | -18% | -3% | 1 | 0% | . | 3% | 10 | -3%
COc1ccc(C)cc1NC1=NC(C)(C)CS1 | 2 | -1% | 3% | 26 | 7% | 2% | -23% | 12 | 4%
CC(=O)c1c(C)n(Cc2ccccc2Cl)c2ccc(O)cc12 | 1 | -3% | -5% | -3 | -2% | 14% | -15% | -1 | -1%
Cc1cccc(C(O)(C(=O)O)c2ccccc2)c1 (centres undefined) | -5 | 21% | 6% | 21 | 11% | 1% | 4% | -13 | -3%
Brc1ccccc1CNCCc1ccc2c(c1)OCO2 | -13 | -20% | -26% | -13 | -1% | 9% | 2% | ? | 15%
Cc1ccccc1CN1CCN(C(=O)Cc2ccccc2)CC1 | -11 | 13% | 4% | -1 | -11% | 0% | -8% | -28 | 4%
CC(C)NS(=O)(=O)c1ccc(OCC(=O)N2CCN(C)CC2)cc1 | 6 | 8% | 15% | -10 | -2% | -2% | 6% | 7 | 2%
Cc1cccc(-n2c(C)nc3ccccc3c2=O)n1 | -1 | 18% | 11% | -1 | -7% | 1% | 25% | 6 | -6%
O=C(N/N=C/c1c(O)n(C2CCCCC2)c(=S)[nH]c1=O)c1ccccc1 | -18 | -28% | ? | 22 | ? | ? | 18% | -19 | 0%
O=C(Cn1ncn2c(cc3cc(F)ccc32)c1=O)N1CCC2(CC1)OCCO2 | 7 | 9% | 7% | 4 | 8% | 28% | 6% | -6 | -5%
COc1cc(/C=C2\C(=O)NC(=O)N(c3ccccc3)C2=O)cc(OC)c1O | -5 | -25% | -5% | 2 | 2% | -2% | 23% | 20 | 0%
CC(Cc1ccccc1)NC(=O)NC(C)Cc1ccccc1 (centres undefined) | 6 | 11% | 13% | -7 | 2% | -5% | 0% | -26 | -2%
NCCc1ccc(S(=O)(=O)F)cc1 | -53 | -1% | 6% | 13 | 0% | -31%[inhibitor] | 1% | 0 | 12%
COc1cc(C2SCC(=O)Nc3c2c(C)nn3-c2ccccc2)cc(OC)c1OC (centres undefined) | -1 | 1% | -4% | 14 | 14% | -2% | 3% | -9 | 5%
COP(=O)(C#Cc1ccccc1)C(O)c1ccc(Br)cc1 (centres undefined) | 0 | 4% | -2% | 3 | 0% | -3% | ? | 6 | 3%
O=c1[nH]c(=S)n(-c2ccc(F)cc2)c(O)c1/C=N/N1CCOCC1 | 1 | 5% | 8% | 3 | 2% | -12% | 5% | 16 | 0%
O=c1c2ccccc2nc(-c2ccccc2)n1-c1cccc(O)c1 | 8 | 8% | 4% | -16 | 6% | -6% | 1% | 6 | -1%
O=c1c2ccccc2nc(/C=C/c2cccnc2)n1Cc1ccccc1 | -12 | ? | ? | ? | -23% | 24% | ? | 4 | 10%
O=C(COc1ccc(Cl)cc1)NCCc1cnc[nH]1 | -7 | 3% | 0% | 0 | -7% | -11% | -4% | -11 | -2%
Nc1ccc2c3c(cccc13)-c1ccccc1-2 | 30* | ? | ? | 2 | 0% | 9.2µM* | -12% | 17 | 1%
COC(=O)C1=C(c2ccc(OC(F)(F)F)cc2)C[C@@H]2CC[C@H]1N2C(=O)NCCCOC(C)C | -14 | 1% | -3% | -6 | -12% | -4% | -8% | -8 | 1%
CC(/C=N/NC(=O)c1cc(-c2ccncc2)nc2ccccc12)=C\c1ccco1 | 9 | 1µM* | 0.89µM* | 10 | ? | 0.92µM* | 1.5µM* | -11 | 19%
Cc1nc2cc(C(F)(F)F)ccc2n1C1CCN(Cc2nnnn2Cc2cccs2)CC1 | -3 | -23% | -12% | ? | 0% | -3% | ? | -5 | 4%
COC(=O)c1ccc(CN2CCN(Cc3ccccc3)CC2)cc1 | -74 | -4% | 0% | 8 | -1% | -2% | -3% | -81* | 3%
O=C(COc1ccccc1)N1CCN(Cc2c[nH]c3ccccc23)CC1 | -13 | -12% | -10% | 8 | 2% | -1% | 2% | ? | -10%
Cn1c(C(=O)O)c(CC(=O)N2CCN(Cc3ccccc3)CC2)c2ccccc21 | 1 | 12% | 6% | 16 | 20% | 2% | 0% | 22 | -2%
OCC#CC[N+]1(CC#Cc2ccccc2)CCOCC1 | 0 | 15% | 8% | 0 | 21% | -2% | 14% | -10 | 4%
CCc1ccccc1NC(=O)N1C[C@H]2C[C@@H](C1)c1cccc(=O)n1C2 | -20 | -4% | -4% | -12 | -5% | -6% | 1% | 0 | -1%
COc1cc2cc(c1Cl)N(C)C(=O)CC(OC(=O)C(C)N(C)C(C)=O)C1(C)OC1C(C)C1CC(O)(NC(=O)O1)C(OC)C=CC=C(C)C2 (centres undefined) | -11 | ? | 0.0041µM* | 32 | ? | ? | 0.46µM* | -15 | 21%
CN(C)P(=O)(N(C)C)N1CC1 | -6 | 10% | 7% | -6 | -3% | -3% | -7% | -18 | 7%
C=C[C@H]1CN2CC[C@H]1C[C@@H]2[C@@H](O)c1ccnc2ccccc12 | -10&2 | 6% | -4% | 14 | -2% | ? | ? | 8 | -1%
C[C@H]1CCCC(=O)CCC/C=C/c2cc(O)cc(O)c2C(=O)O1 | 3 | 6% | 0% | -13 | 0% | -30% | 16µM* | 12 | -7%
O=c1[nH]c2ccccc2n1C1CCN(C(c2nnnn2C2CCCC2)C2CC2)CC1 (centres undefined) | 7 | 12% | 13% | -3 | 0% | . | -9% | 36 | 19%

Random excerpt: two entries already listed, in no set order.
SMILES | DRD3 agonist | HT1080 IDH1KD tx | HT1080NT lethal | IL-1B inflam inh | KB-3-1 tox | SW480 rereplic | KB-V1 cytotox | DRD3 antagonist | GLP1R ag
NS(=O)(=O)c1ccc(N2CCNCC2)cc1 | 3 | 0% | -1% | -6 | 2% | 1% | ? | -10 | 10%
Cn1c(C(=O)O)c(CC(=O)N2CCN(Cc3ccccc3)CC2)c2ccccc21 | 1 | 12% | 6% | 16 | 20% | 2% | 0% | 22 | -2%
